Source: PubChem BioAssay (several laboratories)
m5-HT2A agonist: mouse Htr2a agonists via beta-arrestin recruitment, primary screen, cell-based, luminescence. 5-hydroxytryptamine receptor 2A (Mus musculus), P35363. CHO-K1 mHTR2A beta-arrestin complementation; percent of 30 µM serotonin response. activation, % at 7.6 µM. 0.66% of 360,000 active. AID 624169, 2012;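 active = activation above a run cutoff, the mean activation of all tested compounds plus 3 SD, cut at about 14% in these data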;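 note: 0% = plate median of compound wells and 100% = 30 µM serotonin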
NR2E3 ag-1: NR2E3 agonists in two-hybrid cells, primary screen, cell-based, luminescence, CHO-S, Gal4-NCOR/VP16-NR2E3; luciferase; inhibition of corepressor binding, % at 3.98 µM; 0.35% of 360,000 active; AID 602229, 2012;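 active = inhibition above the mean of all tested compounds plus 3 SD, cut at about 70% in these data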;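 note: 0% = DMSO with NR2E3 transfected cells and 100% = cells lacking NR2E3 construct; higher means lower luciferase signal from less NR2E3 corepressor binding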
Target sequence (Q9Y5X4 whole entry, looked up, the tested form may be a part): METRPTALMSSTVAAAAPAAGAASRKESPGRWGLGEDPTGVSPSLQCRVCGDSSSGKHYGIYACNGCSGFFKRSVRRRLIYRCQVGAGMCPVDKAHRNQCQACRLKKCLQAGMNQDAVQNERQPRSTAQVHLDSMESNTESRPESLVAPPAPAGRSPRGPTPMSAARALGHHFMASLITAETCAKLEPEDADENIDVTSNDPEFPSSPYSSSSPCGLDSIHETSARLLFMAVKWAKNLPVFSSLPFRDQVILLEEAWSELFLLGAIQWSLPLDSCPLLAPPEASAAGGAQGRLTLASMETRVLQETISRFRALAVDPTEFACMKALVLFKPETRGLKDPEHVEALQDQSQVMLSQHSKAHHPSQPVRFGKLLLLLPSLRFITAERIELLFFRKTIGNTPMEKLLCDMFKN
Cardio protect: cardioprotection against H2O2-induced cell death, primary screen, uHTS, H9c2 cells, ATPLite luminescence; H9c2 cardiomyocytes, H2O2 injury protection, 2 h; protection from H2O2 cell death, % at 20 µM; 0.63% of 360,000 active; AID 588492, 2011;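 active = compounds giving at least 50% protection of heart cells from peroxide-induced death in the single-dose screen, raw or plate-pattern-corrected value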;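 note: 0% = DMSO wells with peroxide and 100% = DMSO wells without peroxide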
HIF-2a block: HIF-2a reporter inhibitors, primary screen, luminescence, 786-0 RCC cells | 786-0 RCC cells HIF-2a reporter, luciferase luminescence, overnight | inhibition, % at 18.8 µM | 0.72% of 360,000 active | AID 624352, 2012;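 active = inhibition of the luminescence signal of 40% or more relative to plate controls, in a single-dose primary screen at 18.75 µM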
Peg3 prom inh: Peg3 promoter-driven luciferase inhibitors, primary screen, cell-based, HeLa, luciferase luminescence | inhibition, % at 20 µM | AID 588405, 2011 | HeLa PEG-Prom luciferase reporter, overnight | 1.7% of 360,000 active;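 active = inhibition of at least 50% at 20 µM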
CaV13 ICDI inh: Disruptors of the CACNA1D IQ motif to Ca2+-dependent inactivation inhibitor domain association, primary screening, Förster resonance energy transfer in intact living …. HEK cells, CFP/YFP FRET ICDI-IQ, plate reader, 10 min; percent FRET-ratio fall versus neutral wells. inhibition, % at 12.3 µM. 0.098% of 340,000 active;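 active = mean replicate inhibition of at least 30% and at least 1% of replicates passing that level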;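 note: 0% = median of the neutral control wells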
PDI turbidity: inhibitors of human PDI, primary screen, biochemical, turbidity, single point, plate reader; PDI insulin aggregation turbidity, A650, 90 min; inhibition, % at 10 µM; 0.052% of 350,000 active; AID 588391, 2011;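 active = mean inhibition across replicates of 30% or more, whatever share of single replicates reach that level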;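 note: absorbance from insulin aggregation driven by PDI reduction with DTT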
Target sequence (P07237 whole entry, looked up): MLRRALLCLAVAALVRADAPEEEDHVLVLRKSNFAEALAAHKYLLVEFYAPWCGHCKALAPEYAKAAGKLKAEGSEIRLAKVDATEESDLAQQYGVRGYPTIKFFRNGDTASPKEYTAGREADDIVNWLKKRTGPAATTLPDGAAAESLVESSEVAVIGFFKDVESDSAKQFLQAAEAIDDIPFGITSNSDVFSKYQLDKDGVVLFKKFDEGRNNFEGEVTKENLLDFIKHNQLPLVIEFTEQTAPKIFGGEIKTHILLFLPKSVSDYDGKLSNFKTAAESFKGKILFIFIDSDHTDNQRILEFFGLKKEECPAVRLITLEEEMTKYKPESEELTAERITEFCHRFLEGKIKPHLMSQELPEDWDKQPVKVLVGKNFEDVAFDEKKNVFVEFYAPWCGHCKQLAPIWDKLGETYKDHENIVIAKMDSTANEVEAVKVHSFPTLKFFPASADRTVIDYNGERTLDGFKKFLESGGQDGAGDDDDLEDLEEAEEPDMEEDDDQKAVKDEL
iPSC survival up: enhancers of single-cell hiPSC survival, primary screen, ATPlite luminescence | 100% = ROCK inhibitor wells, 0% = DMSO | AID 602274, 2012 | survival enhancement, % at 20 µM | 0.044% of 360,000 active; in the data active = survival enhancement above about 18%;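 note: cells exposed to compounds for 16 hours before the ATP read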
Shn3 3UTR inh: reduction of Shn3 3'UTR firefly luciferase signal, primary screen, Schnurri-3 inhibitor project, cell-based, Clone20 osteoblasts, set 2. Clone20 osteoblast Shn3 3'UTR firefly luciferase, 24 h. inhibition, % at 12.5 µM. 0.52% of 360,000 active;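 active = mean inhibition of at least 75% with every replicate also reaching 75%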;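 note: 0% = median of neutral control wells and 100% = pilot-screen positive control compound; some compounds past the cut are filed as inactive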
MITF TRPM1 inh: inhibitors of MITF-dependent TRPM1 promoter reporter, primary screen, cell-based, SK-MEL-5, single point, luciferase; SK-MEL-5 TRPM1 promoter luciferase, 24 h; inhibition, % at 12.5 µM; 0.83% of 330,000 active; AID 488899, 2010;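 active = mean inhibition across replicates of 60% or more, whatever share of single replicates reaches that level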; note: values of inactives mirror those of a sister screen read the other way
NR2E3 ag-2: inhibitors of NR2E3-RetCOR corepressor binding, primary screen, NR2E3 agonist project, biochemical, TR-FRET, GST-NR2E3, biotin-RetCOR. inhibition of corepressor binding, % at 4.78 µM. 0.12% of 320,000 active. AID 2300, 2010. 1536-well. Photoreceptor-specific nuclear receptor (Homo sapiens), Q9Y5X4;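 active = percent inhibition above the cutoff of mean plus 3 SD of all tested compounds, set per screening campaign, cut at about 20% in these data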;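 note: 0% = DMSO wells and 100% = biotin wells as full block of FRET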
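System: GST-NR2E3 and biotin-RetCOR proteins; probe or stimulus: 7 nM biotin-RetCOR; doses: compound at 4.8 µM, single dose; schedule: Compound–protein incubation for 5 h at 4 °C; detection: time-resolved FRET; read-out: percent inhibition; controls: biotin wells as high control, 0.6% DMSO wells as low control; format: 1536-well plates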
Numbers without * were called inactive; . = not tested or not shown. An unsorted share of the library (roughly 3.9% active in at least one column).

SMILES	m5-HT2A agonist	NR2E3 ag-1	Cardio protect	HIF-2a block	Peg3 prom inh	CaV13 ICDI inh	PDI turbidity	iPSC survival up	Shn3 3UTR inh	MITF TRPM1 inh	NR2E3 ag-2
CCN(CC(=O)Nc1c(F)cccc1F)C(=O)c1ccc2c(c1)OCO2	-1	-20	2	8	-4	-6	16	0.2	-15	-5	1
CCn1nc(C(=O)Nc2cccc(S(=O)(=O)N3CCCC3)c2)c2ccccc2c1=O	-3	3	4	16	21	-13	3	-2.9	11	6	2
COC(c1ccccc1)c1nnc(CCC(=O)NC2CCCCC2)o1 (stereo unspecified)	-5	-28	1	-60	-35	-6	0	-1.0	-3	8	2
CC(=O)c1cccc(NC(=O)C(OC(=O)/C=C/c2ccc3c(c2)OCO3)c2ccccc2)c1 (stereo unspecified)	-5	-18	-4	-42	15	-2	0	-2.0	-11	0	0
COc1cc(Nc2ncc3c(n2)CCN(C(=O)Nc2ccc(C(C)C)cc2)C3)cc(OC)c1OC	-7	32	10	-15	18	-9	0	-0.3	20	.	.
COc1ccc(Oc2ncnc3c2ncn3Cc2ccccc2)cc1	-3	-32	-18	-56	-32	-5	-7	1.6	-21	3	-2
CC(=O)Nc1ccc(NC(=O)CCc2nc3sc4c(c3c(=O)[nH]2)CCCC4)cc1	-5	14	27	11	6	-6	-1	-0.4	-4	5	-1
CCc1nnc(NC(=O)C2Cc3ccccc3CN2S(=O)(=O)c2c(C)c(C)cc(C)c2C)s1 (stereo unspecified)	0	-27	1	-120	-86	-8	2	1.8	-25	-5	-2

In the list so far, three have sulfur.
SMILES	m5-HT2A agonist	NR2E3 ag-1	Cardio protect	HIF-2a block	Peg3 prom inh	CaV13 ICDI inh	PDI turbidity	iPSC survival up	Shn3 3UTR inh	MITF TRPM1 inh	NR2E3 ag-2
CCn1nc(C(=O)Nc2cccc(S(=O)(=O)N3CCCC3)c2)c2ccccc2c1=O	-3	3	4	16	21	-13	3	-2.9	11	6	2
CC(=O)Nc1ccc(NC(=O)CCc2nc3sc4c(c3c(=O)[nH]2)CCCC4)cc1	-5	14	27	11	6	-6	-1	-0.4	-4	5	-1
CCc1nnc(NC(=O)C2Cc3ccccc3CN2S(=O)(=O)c2c(C)c(C)cc(C)c2C)s1 (stereo unspecified)	0	-27	1	-120	-86	-8	2	1.8	-25	-5	-2

Following part.
SMILES	m5-HT2A agonist	NR2E3 ag-1	Cardio protect	HIF-2a block	Peg3 prom inh	CaV13 ICDI inh	PDI turbidity	iPSC survival up	Shn3 3UTR inh	MITF TRPM1 inh	NR2E3 ag-2
CC1(C(=O)NS(=O)(=O)c2ccc3c(c2)CCO3)CCN1C(=O)C1(c2ccc(Cl)cc2)CCC1 (stereo unspecified)	5	-23	0	10	1	-5	-6	-2.4	-11	.	.
CN(CCc1ccccn1)C(=O)Nc1ccc(Cl)cc1	4	-15	-5	-111	-60	-4	-8	1.8	-39	-39	0
Cc1cccc(NC(=O)Nc2ccc(C)c(C)c2)n1	4	-60	0	-209	-188	-4	-5	2.6	-88	-31	4
Cc1ccc(-c2csc3nc[nH]c(=O)c23)cc1	-4	-4	-4	-45	-12	-5	21	0.4	-13	-4	0
Cc1cc2nc(N3C(=O)CNC3=S)sc2cc1C	-5	21	-22	-62	-51	-3	-9	0.4	-59	4	5
NC(=O)C1CCN(C(=O)/C(=C/c2ccco2)NC(=O)c2ccccc2)CC1	1	16	-3	2	-1	-5	2	-0.5	3	10	-3
O=C(CSc1nccn1Cc1ccccc1)NCc1ccccc1	2	-5	4	-29	-26	-9	4	1.8	-4	-2	-1
FC(F)(F)C(F)(F)c1nc2nc(Cl)c(Cl)nc2[nH]1	4	-8	1	7	4	-15	0	-3.3	-8	.	.

Some of these compounds in order of their number in Peg3 prom inh, rising.
| smiles | Peg3 prom inh |
| --- | --- |
| Cc1cccc(NC(=O)Nc2ccc(C)c(C)c2)n1 | -188 |
| CN(CCc1ccccn1)C(=O)Nc1ccc(Cl)cc1 | -60 |
| FC(F)(F)C(F)(F)c1nc2nc(Cl)c(Cl)nc2[nH]1 | 4 |

(continued)
SMILES	m5-HT2A agonist	NR2E3 ag-1	Cardio protect	HIF-2a block	Peg3 prom inh	CaV13 ICDI inh	PDI turbidity	iPSC survival up	Shn3 3UTR inh	MITF TRPM1 inh	NR2E3 ag-2
Cc1ccc(CNS(=O)(=O)c2ccc3c(c2)n(C)c(=O)c(=O)n3C)cc1	7	-9	3	7	-10	-7	1	-1.1	21	8	0
CCOC(=O)N1CCN(C(=O)C2CCN(S(=O)(=O)N3CCCC3)CC2)CC1	6	-5	1	5	6	-5	-1	2.1	-10	5	1
C=CCNCCOCCSc1ccc(Cl)cc1	-2	14	11	16	14	-3	-18	-1.1	-1	9	1
Cc1nc(NC(=O)CSc2nc3ccccc3s2)sc1C(=O)N(C)C	1	7	-4	-46	-11	.	-20	0.6	-31	23	2
O=C(COc1ccc2ccccc2c1)N[C@@H](C(=O)O)c1ccc(O)cc1	-2	-9	1	7	10	-2	2	-0.6	-18	10	5
Cc1ccc(S(=O)(=O)N2CCC(C(=O)NCCc3ccc(S(N)(=O)=O)cc3)CC2)cc1	0	6	2	1	4	-6	3	0.4	-11	3	2
O=C(NCCN1CCCCC1)Nc1ccccc1F	-4	-25	6	19	15	-6	-4	-0.6	6	5	2
COc1ccc(OCCC(=O)OCC(=O)NCCc2ccccc2)cc1	1	-25	1	-3	-16	-1	-2	0.5	-14	7	-1
COc1ccccc1NC(=O)c1ccc(NC(=O)c2ccco2)cc1	-11	-8	-3	-65	-30	-2	4	0.2	-5	-7	4
CN(C)S(=O)(=O)n1cnc2ccccc21	3	-5	5	11	7	-4	-3	0.9	-2	14	2
COc1ccc(CN2C(=NC(=O)C3CCCO3)SC3CS(=O)(=O)CC32)cc1OC (stereo unspecified)	0	-12	-2	5	-5	-5	-1	-0.2	2	-3	-1
CC(C)C(NS(=O)(=O)c1ccccc1)C(=O)OCC(=O)NNC(=O)c1ccccc1 (stereo unspecified)	-1	-11	2	-12	-25	-3	-3	0.7	1	-1	.
COc1ccc2c(c1)c(=O)oc1cc(OCC(=O)N3CCc4ccccc4C3)ccc12	-1	-1	15	18	10	-4	-6	-0.4	-6	-2	4
Cc1ccc2[nH]c3c(c2c1)CCCC3NC(=O)CCl (stereo unspecified)	-3	88*	-7	12	82*	.	6	2.6	24	55	1
CCOC(=O)c1ccc(N2C(=O)CC(N3CCN(C/C=C/c4ccccc4)CC3)C2=O)cc1 (stereo unspecified)	-3	-22	-8	8	1	.	-4	-0.8	-3	-1	.
O=C(NCc1cccs1)Nc1cccs1	5	-18	7	-38	-6	-5	-1	3.7	-10	-4	-3
Cc1cc(=O)oc2cc(Oc3ccc([N+](=O)[O-])cc3C(F)(F)F)ccc12	-1	-17	2	5	7	-2	0	1.8	6	2	-1
CCCn1cnnc1CNC(=O)[C@H]1O[C@@H](n2cnc3c(N)ncnc32)[C@H](O)[C@@H]1O	13	6	1	13	-6	-6	.	-0.9	-18	.	.
CCN1CCN(C(=O)CS(=O)Cc2nc(-c3ccc(OC)cc3)oc2C)CC1 (stereo unspecified)	-4	-6	-6	2	-1	-6	.	2.8	-10	.	0
C=CCOc1ccc(CNn2cn[nH]c2=S)cc1OC	0	-18	6	-3	12	-6	-1	5.4	20	2	2
CCc1c(C)nc(N)nc1OCC(F)(F)C(F)F	3	-19	0	8	-8	-8	6	1.3	5	1	3
COc1ccc(S(=O)(=O)N(CCC(N)=O)Cc2ccco2)cc1OC	-4	10	-3	8	14	-13	0	0.2	-3	0	5
Cc1cccc(N=C2NC(=O)/C(=C/c3cccs3)S2)c1	-5	-1	-4	-189	-81	-4	-12	0.0	-6	-19	1
COc1ccc(S(=O)(=O)N(C)C)cc1NCC(=O)Nc1ccc(Br)c(C)c1	-3	-2	-24	3	23	4	-1	-0.1	48	18	4
COC(=O)c1c(NC(=O)C(=O)NCCCN2CCOCC2)sc2c1CCC2	0	6	2	5	0	-6	-18	-0.1	6	-17	0
CCOc1ccc(-n2cnnn2)cc1S(=O)(=O)N1CCC(C)CC1C (stereo unspecified)	-5	-23	-3	12	16	-1	8	0.4	6	-4	2
COc1nc(=O)n(C2C=CC(=O)O2)cc1F (stereo unspecified)	5	41	-12	-4	27	-5	-12	-5.7	6	.	.
CC1CN(C2CCN(S(=O)(=O)Cc3ccccc3)CC2)CC(C)O1 (stereo unspecified)	-2	-9	2	-3	17	-9	2	-2.0	-13	1	-1
Cc1cc(Cl)ccc1OC(C)C(=O)Nc1ccccc1N1CCOCC1 (stereo unspecified)	2	-3	-6	22	37	.	-6	0.6	24	-4	6
CCn1c(=O)c2cc(C(=O)Nc3ccc(OC)cc3OC)sc2c2ccccc21	5	-19	-3	-19	17	-4	3	-0.1	-1	36	2
CCOC(=O)C1=CCN(S(=O)(=O)c2ccccc2F)C1c1ccc(Cl)cc1 (stereo unspecified)	-1	-24	-1	11	9	-7	.	-0.8	2	.	.
O=C(O)c1ccccc1-c1ccccc1C(=O)Nc1nccs1	0	-28	-6	32	5	-4	7	0.1	7	5	2
